Screening data as filed in PubChem BioAssay.
Hep lipid drop – hepatic lipid droplet formation modulation. AML12 mouse hepatocytes, oleate lipid droplets, BODIPY imaging. inhibition, % at 6.5 µM. 240,000 compounds, 0.4% hits. AID 1656;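 active = lipid droplet intensity inhibited by at least 50%, with more than 500 cells counted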
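Test system: AML12 mouse liver cells; schedule: overnight exposure; technique: high-content imaging of BODIPY-stained droplets and DAPI nuclei; read-out: % inhibition of corrected integrated BODIPY droplet signal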
Hep lipid drop cells 6.5 µM – also measured in Hep lipid drop; calls as there; cell count; measured here: cell count, cytotoxicity flag;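 cells counted across two imaged fields per well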
* hit, by the source's call. These rows are one share of the data, so the mix of outcomes need not match the whole.

SMILES | Hep lipid drop | Hep lipid drop cells 6.5 µM
Cc1ccc(C)c(NC(=O)NNC(=O)c2ccc3ccccc3c2O)c1 | 1 | 848
COc1cccc(CSc2nccn2C)c1 | -4 | 795
COc1ccccc1-c1nnc(NC(=O)c2ccc(S(=O)(=O)N(C)CC3CCCO3)cc2)o1 (configuration not stated) | -4 | 841
COc1ccc(C(=O)N2CCN(c3ccc(NC(=O)c4cccs4)cc3)CC2)cc1 | -5 | 823
COc1ccc(CCNS(=O)(=O)c2ccc(Br)cc2)cc1OC | 6 | 784
Cc1ccc(NS(=O)(=O)N2CCOCC2)c(C)c1 | -10 | 810
Cc1ccc(C)c(NC(=O)CSc2nncn2C)c1 | -9 | 798
CCc1ccc(-c2cc(C)no2)cc1S(=O)(=O)NCc1ccc(OC)c(OC)c1 | -12 | 690
Cc1cc(NC(=O)c2cccnc2)ccc1NC(=O)c1cc2ccccc2o1 | 10 | 725
NS(=O)(=O)c1ccc(CNC(=O)c2cc(-c3cccnc3)nc3ccccc23)cc1 | -8 | 730
COc1cc(CN2CCN(Cc3ccc(C(F)(F)F)cc3)CC2)cc(OC)c1OC | -1 | 843
COC(=O)c1c(NC(=O)C(=O)N2CCCCC2)sc2c1CC(C)(C)OC2 | 16 | 790
O=C(NC1CCCCC1)C1CCC(=O)N(Cc2cccc(C(F)(F)F)c2)C1 (configuration not stated) | -4 | 876
CC(=O)N1CCN(C23CC4CC(CC(C4)C2)C3)CC1 | -4 | 777
O=C(Cc1ccccc1)Nc1ccccc1C(=O)NCC1CCCO1 (configuration not stated) | -26 | 658
CCOC(=O)c1ccc(NS(=O)(=O)c2cc3c(cc2C)NC(=O)CO3)cc1 | 15 | 708
Cc1ccc(CNC(=O)CCc2nnc3ccc(NCCCN4CCCC4=O)nn23)cc1 | 6 | 756
COc1ccc(N2CCN(C(=O)c3oc4ccccc4c3NC(=O)Cc3ccc(OC)c(OC)c3)CC2)cc1 | -6 | 678
CCOc1ccc(NC(=O)CN(C)C(=O)CCCOc2ccc(Cl)c(C)c2)cc1OCC | -42 | 599
COc1ccc(Cl)cc1NC(=O)CCS(=O)(=O)c1cc2c(cc1C)NC(=O)CO2 | -3 | 750
COc1ccc(C)cc1NC(=O)C1CCN(C(=O)c2ccco2)CC1 | -7 | 836
Cc1onc(-c2ccccc2)c1C(=O)Nc1nnc(CC(C)(C)C)s1 | -19 | 768
COc1cc(NC(=O)CSc2ccc(-c3ccccn3)nn2)cc(OC)c1 | -23 | 492
COc1ccc(COC(=O)C2=C(C)NC(=O)NC2c2cccc(Br)c2)cc1 (configuration not stated) | -1 | 792
CCC(CC)C(=O)c1c[nH]c(C(=O)NCc2ccccc2OC)c1 | 27 | 707
COc1ccc(Cl)cc1-n1c(=S)sc2c(=O)n(-c3ccc(F)cc3)c(SCC(=O)O)nc21 | 3 | 809
COc1ccc(Nc2nc(N3CCOCC3)nc(N3CCOCC3)n2)c(OC)c1 | 11 | 767
COc1cccc(OC)c1C(=O)Nc1ccccc1N1CCCCC1 | -6 | 890
CN1C(=O)CSC1=Nc1ccc(F)cc1 | -1 | 832
COc1ccc(-n2c(=S)[nH]c3cc(C(=O)N4CCN(c5ccccc5)CC4)ccc3c2=O)cc1 | -3 | 709
CN1CCN(C(=O)CCNC(=O)Cn2cnc3ccccc3c2=O)CC1 | -3 | 807
Cc1ccc(C)c(Cn2c(=O)n(C)c(=O)c3sccc32)c1 | 0 | 843
O=C(Nc1ccnn1C1CCN(C/C=C/c2ccc(F)cc2)CC1)C1CCCC1 | -27 | 751
CC(C)Cc1nnc(NC(=O)CCC(=O)N2CCN(C3CCCC3)CC2)s1 | -5 | 695
Cc1ccc(-c2c(C(=O)N/N=C/c3cccc(Cl)c3)nnn2-c2nonc2N)cc1 | -10 | 716
CC(=O)Nc1ccc(OCC(O)Cn2cncn2)cc1 (configuration not stated) | 8 | 827
Cc1ccc(S(=O)(=O)/N=C(/NNC(=O)c2cccc(Cl)c2)c2ccccc2)cc1 | -11 | 800
CC1CCCN(S(=O)(=O)c2ccc(C(=O)Nc3nnc(-c4ccco4)o3)cc2)C1 (configuration not stated) | 3 | 877
CCC(=O)C1CCCN(C(=O)CCc2nnc(-c3ccc4c(c3)OCO4)o2)C1 (configuration not stated) | 5 | 728
Cc1cccc2sc(NC(=O)CSc3nnnn3C)nc12 | -28 | 768
O=C(O)CC/C(=N\Nc1ccccc1[N+](=O)[O-])c1cccs1 | 17 | 825
Cc1ccccc1OCC(=O)Nc1ccc2c(c1)C(=O)N(CCC(=O)O)C2=O | 14 | 668
CCOc1ccc(NCc2cccn2-c2nnc(N3CCC(C(=O)NCCCN4CCCCC4C)CC3)s2)cc1 (configuration not stated) | 0 | 699
COc1ccc(NC(=O)COC(=O)C2C3CC4OC(=O)C2C4C3)cc1 (configuration not stated) | 7 | 744
Cc1cccc(Nc2nc(OCC#N)nc(N(C)C)n2)c1 | 3 | 824

Two entries from above, as labelled records:
CCC(=O)C1CCCN(C(=O)CCc2nnc(-c3ccc4c(c3)OCO4)o2)C1 (configuration not stated)
  Hep lipid drop: 5	Hep lipid drop cells 6.5 µM: 728
Cc1cccc2sc(NC(=O)CSc3nnnn3C)nc12
  Hep lipid drop: -28	Hep lipid drop cells 6.5 µM: 768

Next entries.
SMILES | Hep lipid drop | Hep lipid drop cells 6.5 µM
COc1ccccc1N1CCN(CCCCOc2c(OC)cccc2OC)CC1 | -4 | 672
COc1ccc(OC)c(NC(=O)CC2(CC(=O)O)CCCC2)c1 | 8 | 792
COC(=O)CCCC(=O)N1CCCC(C(=O)c2ccc(-c3ccccc3)cc2)C1 (configuration not stated) | 5 | 813
COc1ccc(-c2csc3nc[nH]c(=O)c23)cc1OC | 1 | 860
CC(=O)c1cn(-c2ccc(Cl)cc2)c(=O)[nH]c1=O | -14 | 836
COc1ccc(S(=O)(=O)N2CCC(C(=O)N3CCCCC3)CC2)cc1 | -4 | 798
C/C(=N\NC(=O)Cc1ccc(Cl)cc1)c1cccc(NC(=O)c2cccnc2)c1 | 4 | 707
COc1cccc(N(CC(=O)NC2CCCC2)C(=O)CCC(=O)Nc2nccs2)c1 | 4 | 813
CS(=O)(=O)c1nc(S(=O)(=O)c2ccc(Cl)cc2)c(N2CCC3(CC2)OCCO3)s1 | -1 | 718
CCOC(=O)C(Cc1c[nH]c2ccccc12)NC(=O)c1ccccc1Br (configuration not stated) | 1 | 841
CC1Cc2cc(/C(O)=C3/C(=O)C(=O)N(Cc4ccncc4)C3c3ccc(N(C)C)cc3)ccc2O1 (configuration not stated) | 12 | 666
Cc1ccc(N2CC(C(=O)Nc3nnc(SCCC4OCCO4)s3)CC2=O)cc1C (configuration not stated) | 3 | 864
Cc1ccn(CCNC(=O)C2CCC(=O)N(Cc3ccc(Cl)cc3)C2)n1 (configuration not stated) | -14 | 681
Cn1cnc(S(=O)(=O)N2CCN(c3cccc(C(F)(F)F)c3)CC2)c1 | -2 | 765
COc1cc(/C=N/NC(=O)c2ccncc2)ccc1OC(=O)c1cccc(Br)c1 | 0 | 838

Some values from the entries so far:
COc1cccc(N(CC(=O)NC2CCCC2)C(=O)CCC(=O)Nc2nccs2)c1 in Hep lipid drop has 4
COc1ccccc1N1CCN(CCCCOc2c(OC)cccc2OC)CC1 in Hep lipid drop has -4

(next part)
SMILES | Hep lipid drop | Hep lipid drop cells 6.5 µM
COc1ccccc1CNC(=O)c1ccc(N(C)S(=O)(=O)c2ccc(C)cc2)cc1 | 2 | 810
Cc1ccc(N2CC(C(=O)NCCS(=O)(=O)N3CCN(c4ccccc4F)CC3)CC2=O)cc1 (configuration not stated) | -11 | 748
O=C(Cn1c(=O)oc2ccc(Cl)cc21)Nc1ccon1 | 4 | 677
CCOc1cc(/C=C2\COc3ccccc3C2=O)ccc1OCC(=O)N(C)C | -17 | 751
CCC1CCCCN1C(=O)C(=O)c1cn(CC(=O)N(CC)CC)c2ccccc12 (configuration not stated) | 24 | 668
CCCN1CCN(S(=O)(=O)c2ccc3c(c2)CC(C)N3C(=O)C2CC2)CC1 (configuration not stated) | -6 | 736
Nc1nc(SCC(=O)Nc2cc(C(F)(F)F)ccc2Cl)[nH]c(=O)c1NC(=O)c1ccco1 | -2 | 641
O=C(NCc1ccccn1)C1CCN(S(=O)(=O)c2ccc(Br)cc2)CC1 | 0 | 676
CC(C)(C)n1nc2c(c1NC(=O)c1ccccc1S(=O)(=O)C(F)F)CS(=O)(=O)C2 | 0 | 836
Nc1nc(SCC(=O)Nc2ccc(F)cc2)[nH]c(=O)c1NC(=O)c1ccc(F)c(F)c1 | 22 | 687
CCCCN(CC)CCCNC(=O)c1ccc2c(c1)N(CC)C(=O)c1ccccc1S2(=O)=O | -1 | 417
COc1c2occc2c(OC(C)=O)c2c(=O)cc(C)oc12 | 15 | 883
CCn1nc(NS(=O)(=O)c2ccccc2)c2cc3cc(C)ccc3nc21 | -6 | 671
CCn1c(SCC(=O)NC2CCCCC2)nnc1C(CO)NC(=O)c1ccccc1 (configuration not stated) | -16 | 570
O=c1ccc(-c2ccc(S(=O)(=O)Nc3cccc(F)c3)o2)n[nH]1 | -1 | 760
CCOCC(O)CNC(=O)c1ccc2nc(Cc3ccc(OC)c(OC)c3)oc2c1 (configuration not stated) | -7 | 787
CCOc1ccccc1NC(=O)CS(=O)(=O)c1cn(CC(=O)N2CCOCC2)c2ccccc12 | -7 | 715
COc1ccc(Br)cc1CN(C)C(=O)c1cnc(C)cn1 | -18 | 844
O=C(CN1CCN(c2cccc(Cl)c2)CC1)NC1CCCc2ccccc21 (configuration not stated) | -45 | 828
Cc1cc(C)c(C)c(S(=O)(=O)N2CCC(C(=O)NCC(c3ccccc3)N(C)C)CC2)c1C (configuration not stated) | 1 | 834
CCOC(=O)c1ccc(NC(=O)CNC(=O)c2ccco2)cc1 | 9 | 875
COCCNC(=O)C(=O)NCC1OCCN1S(=O)(=O)c1ccc(C)cc1 (configuration not stated) | -6 | 688
CCOc1ccccc1N(CC)C(=O)c1nn(C)c2c1CSc1ccccc1-2 | -39 | 738
O=Cc1c[nH]c2ccc(C(=O)c3ccccc3)cc12 | 7 | 879
Cc1c(C)c(C)c2[nH]c(-c3ccc4c(c3)OCO4)nc2c1C | 35 | 809
Cc1ccc(CN2CCCCC2C(=O)Nc2ccc(Oc3cccnc3)cc2)o1 (configuration not stated) | -26 | 823
O=C(c1cc(Br)c[nH]1)N1CCSCC1 | -7 | 791
CCOc1ccc(N(C)S(=O)(=O)c2ccc3[nH]cc(C(=O)NCCCOC)c(=O)c3c2)cc1 | -3 | 815
CCC(C)(C)NC(=O)C(c1ccc(C)o1)N(Cc1ccc2c(c1)OCO2)C(=O)c1snc(C(N)=O)c1N (configuration not stated) | 4 | 777
O=C(Nc1cccc(NC(=O)c2cccs2)c1)c1ccc(Br)o1 | 45 | 850
COC(=O)c1cc(S(=O)(=O)N2CCCCC2)c[nH]1 | 1 | 688
O=C(N=C1SC2CS(=O)(=O)CC2N1Cc1ccccc1)C1CCCO1 (configuration not stated) | -20 | 551
COc1cccc(CNc2ccc3[nH]c(=O)[nH]c3c2)c1OCc1ccccc1 | -20 | 805
CC1CCN(C(=O)Cn2nnc(-c3ccccc3)n2)CC1 | -1 | 794
O=C(N/N=C/c1cc(Cl)c(O)c(Cl)c1)c1cc2c(ccc3ccccc32)o1 | -4 | 840
Cn1c(=O)c(C(=O)NNC(=O)c2cccc(Cl)c2)c(O)c2ccccc21 | 12 | 788
CCOc1ccccc1-c1noc(CCCC(=O)NC2CCCCC2)n1 | 26 | 802
CCc1ccccc1NC(=O)C1C2C=CC(O2)C1C(=O)O (configuration not stated) | -2 | 812
Cc1cc(-c2ccc(C)c(S(=O)(=O)NCCCN3CCN(c4ccccc4F)CC3)c2)on1 | -10 | 733
CC(C)C(NC(=O)c1ccccc1)c1nnc(SCC(=O)NC2CCCC2)n1C (configuration not stated) | -2 | 881
Cc1cnc(NCCc2ccccc2)s1 | 3 | 818
COc1cccc(-c2ccc(NC(=O)C3CCCN(CCCn4nc(C)cc4C)C3)cc2)c1 (configuration not stated) | 3 | 763
CCN(CC)CCOC(=O)c1ccc(NC(=O)CCCN2C(=O)/C(=C\c3cccs3)SC2=S)cc1 | -2 | 732
COc1cc(/C=C2/C(=N)N3C(SC)=NSC3=NC2=O)ccc1OC(=O)c1ccco1 | -7 | 821
O=C1CSC(c2ccccc2)N1Cc1ccccn1 (configuration not stated) | 6 | 703

Among those listed so far, these contain a Cl atom.
SMILES | Hep lipid drop | Hep lipid drop cells 6.5 µM
CCOc1ccc(NC(=O)CN(C)C(=O)CCCOc2ccc(Cl)c(C)c2)cc1OCC | -42 | 599
COc1ccc(Cl)cc1NC(=O)CCS(=O)(=O)c1cc2c(cc1C)NC(=O)CO2 | -3 | 750
COc1ccc(Cl)cc1-n1c(=S)sc2c(=O)n(-c3ccc(F)cc3)c(SCC(=O)O)nc21 | 3 | 809
Cc1ccc(-c2c(C(=O)N/N=C/c3cccc(Cl)c3)nnn2-c2nonc2N)cc1 | -10 | 716
Cc1ccc(S(=O)(=O)/N=C(/NNC(=O)c2cccc(Cl)c2)c2ccccc2)cc1 | -11 | 800
CC(=O)c1cn(-c2ccc(Cl)cc2)c(=O)[nH]c1=O | -14 | 836
C/C(=N\NC(=O)Cc1ccc(Cl)cc1)c1cccc(NC(=O)c2cccnc2)c1 | 4 | 707
CS(=O)(=O)c1nc(S(=O)(=O)c2ccc(Cl)cc2)c(N2CCC3(CC2)OCCO3)s1 | -1 | 718
Cc1ccn(CCNC(=O)C2CCC(=O)N(Cc3ccc(Cl)cc3)C2)n1 (configuration not stated) | -14 | 681
O=C(Cn1c(=O)oc2ccc(Cl)cc21)Nc1ccon1 | 4 | 677
Nc1nc(SCC(=O)Nc2cc(C(F)(F)F)ccc2Cl)[nH]c(=O)c1NC(=O)c1ccco1 | -2 | 641
O=C(CN1CCN(c2cccc(Cl)c2)CC1)NC1CCCc2ccccc21 (configuration not stated) | -45 | 828
O=C(N/N=C/c1cc(Cl)c(O)c(Cl)c1)c1cc2c(ccc3ccccc32)o1 | -4 | 840
Cn1c(=O)c(C(=O)NNC(=O)c2cccc(Cl)c2)c(O)c2ccccc21 | 12 | 788
